NSD2 block: blocks human NSD2 histone methyltransferase activity | NSD2-SET H3K36me1 DELFIA fluorescence, biochemical | AID 624260 | inhibition, % at 12.5 µM | O96028 | actives 0.07% (n = 44,000); in the data active means inhibition above about 54%, passing the limit was not always enough; inconclusive means no clear call, values can overlap the other calls;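 further: inhibitors reduce the monomethyl H3K36 fluorescence signal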
Target sequence (O96028 whole entry, looked up): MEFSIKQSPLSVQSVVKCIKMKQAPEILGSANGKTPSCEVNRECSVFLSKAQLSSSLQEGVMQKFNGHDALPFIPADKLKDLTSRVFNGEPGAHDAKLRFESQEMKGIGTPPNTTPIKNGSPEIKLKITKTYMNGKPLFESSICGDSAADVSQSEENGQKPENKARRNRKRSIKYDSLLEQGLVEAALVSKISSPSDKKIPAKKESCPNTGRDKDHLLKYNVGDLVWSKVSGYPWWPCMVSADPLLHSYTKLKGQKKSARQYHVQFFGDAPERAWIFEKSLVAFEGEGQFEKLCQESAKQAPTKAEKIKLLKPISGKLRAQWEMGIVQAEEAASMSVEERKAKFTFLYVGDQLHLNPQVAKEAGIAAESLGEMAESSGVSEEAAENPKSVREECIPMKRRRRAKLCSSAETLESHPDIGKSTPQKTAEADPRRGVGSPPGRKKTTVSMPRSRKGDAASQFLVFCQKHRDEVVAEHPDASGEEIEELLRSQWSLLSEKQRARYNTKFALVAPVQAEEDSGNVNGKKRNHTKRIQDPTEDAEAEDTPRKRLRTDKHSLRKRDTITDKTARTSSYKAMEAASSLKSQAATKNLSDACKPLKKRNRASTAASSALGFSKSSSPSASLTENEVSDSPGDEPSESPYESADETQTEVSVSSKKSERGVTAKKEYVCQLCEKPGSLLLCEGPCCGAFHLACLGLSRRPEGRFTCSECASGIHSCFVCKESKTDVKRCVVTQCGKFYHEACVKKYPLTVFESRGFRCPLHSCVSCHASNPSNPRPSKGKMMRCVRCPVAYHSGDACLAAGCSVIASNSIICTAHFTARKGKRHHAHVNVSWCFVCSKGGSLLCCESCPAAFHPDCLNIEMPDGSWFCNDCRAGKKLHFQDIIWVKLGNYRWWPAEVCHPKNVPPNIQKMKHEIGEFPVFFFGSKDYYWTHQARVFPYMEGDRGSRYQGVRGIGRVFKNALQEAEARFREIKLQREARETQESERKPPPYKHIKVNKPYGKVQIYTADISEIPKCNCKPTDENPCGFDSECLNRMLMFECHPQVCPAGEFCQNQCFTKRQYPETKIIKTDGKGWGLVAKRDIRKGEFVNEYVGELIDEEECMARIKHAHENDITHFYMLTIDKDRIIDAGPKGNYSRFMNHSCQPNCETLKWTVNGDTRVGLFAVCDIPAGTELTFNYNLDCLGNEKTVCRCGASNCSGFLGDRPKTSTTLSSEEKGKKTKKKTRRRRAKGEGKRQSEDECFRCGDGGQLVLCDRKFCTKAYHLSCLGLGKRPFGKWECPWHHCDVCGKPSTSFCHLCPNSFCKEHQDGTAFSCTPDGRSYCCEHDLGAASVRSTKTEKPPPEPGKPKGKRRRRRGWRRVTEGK
* hit, by the source's call; ? = inconclusive. An excerpt; rates above refer to the full screens.

Structure	NSD2 block
C[C@@H]1CCCCO[C@@H](CN(C)C(=O)NC2CCCCC2)[C@H](C)CN([C@H](C)CO)C(=O)c2cc(NS(C)(=O)=O)ccc2O1	0.1
C[C@@H]1CN([C@@H](C)CO)C(=O)c2cc(-c3cccc(C#N)c3)cnc2O[C@H]1CN(C)Cc1cncnc1	-0.9
C[C@@H]1CN([C@H](C)CO)C(=O)CCCn2cc(nn2)CO[C@@H]1CN(C)C(=O)Nc1ccc(N2CCCCC2)cc1	-3.5
COc1ccc(S(=O)(=O)N(C)C[C@@H]2Oc3c(NC(=O)Nc4ccc5c(c4)OCO5)cccc3C(=O)N([C@@H](C)CO)C[C@H]2C)cc1	4.7
C[C@H](CO)N1C[C@H](C)[C@H](CN(C)S(C)(=O)=O)OCc2cn(nn2)CCCC1=O	21.0
Cc1noc(C)c1S(=O)(=O)Nc1ccc2c(c1)C(=O)N([C@@H](C)CO)C[C@@H](C)[C@@H](CN(C)Cc1ccncc1)O2	-4.6
C[C@@H]1CN([C@H](C)CO)C(=O)Cc2cc(N(C)C)ccc2O[C@@H]1CN(C)Cc1ccc(Cl)c(Cl)c1	0.2
C[C@H](CO)N1C[C@H](C)[C@H](CN(C)CC2CC2)OCCCC[C@H](C)Oc2ccc(NC(=O)Nc3ccccc3)cc2C1=O	3.2
C[C@@H]1CN([C@@H](C)CO)C(=O)Cc2cc(NS(=O)(=O)c3ccc(Cl)cc3)ccc2O[C@H]1CN(C)Cc1ccccc1	-8.2
C[C@@H]1CN([C@@H](C)CO)S(=O)(=O)c2ccc(/C=C/c3ccccc3)cc2O[C@@H]1CN(C)C(=O)NC1CCCC1	-4.2
CC(C)COC(=O)N(C)C[C@H]1OCc2cnnn2CCCC(=O)N([C@H](C)CO)C[C@@H]1C	1.0
COc1ccc(NC(=O)N(C)C[C@H]2OCCCC[C@@H](C)Oc3ccc(N(C)C)cc3C(=O)N([C@H](C)CO)C[C@@H]2C)cc1	1.6
CNC[C@H]1OCCCC[C@@H](C)Oc2ccc(NC(=O)NC(C)C)cc2C(=O)N([C@@H](C)CO)C[C@H]1C	-2.5
CC(C)NC(=O)Nc1cccc2c1O[C@H](CN(C)Cc1ccccc1)[C@@H](C)CN([C@@H](C)CO)C2=O	-0.3
C[C@@H]1CN([C@@H](C)CO)C(=O)Cc2cc(NC(=O)CCCCCC(=O)Nc3ccccc3N)ccc2O[C@@H]1CN(C)Cc1ccc(Cl)c(Cl)c1	-1.7
Cc1noc(C)c1S(=O)(=O)Nc1cccc2c1O[C@H](CN(C)Cc1ccccc1)[C@H](C)CN([C@@H](C)CO)C2=O	-2.5
CCCC#Cc1ccc2c(c1)O[C@H](CN(C)S(C)(=O)=O)[C@H](C)CN([C@@H](C)CO)S2(=O)=O	-5.4
C[C@@H]1CN([C@H](C)CO)S(=O)(=O)c2ccc(C#C[C@@H](C)O)cc2O[C@H]1CN(C)C(=O)c1ccccc1	0.9
C[C@H]1CCCCO[C@@H](CN(C)Cc2ccc3c(c2)OCO3)[C@@H](C)CN([C@@H](C)CO)C(=O)c2cc(NS(C)(=O)=O)ccc2O1	-0.3
C[C@@H]1CN([C@@H](C)CO)C(=O)c2cc(NC(=O)Cc3ccccc3)ccc2O[C@@H](C)CCCCO[C@@H]1CN(C)C(=O)CCCN(C)C	-0.3
COc1ccccc1-c1cnc2c(c1)C(=O)N([C@@H](C)CO)C[C@@H](C)[C@H](CN(C)C(=O)CC1CC1)O2	2.8
O=C(NO)c1cccc(C(=O)N/N=C/c2ccc([N+](=O)[O-])s2)c1	1.3
COCC(=O)N(C)C[C@H]1Oc2cc(Br)ccc2S(=O)(=O)N([C@@H](C)CO)C[C@H]1C	-1.6
C[C@H]1CN([C@@H](C)CO)C(=O)c2cc(NC(=O)CCC(F)(F)F)ccc2O[C@@H]1CN(C)CC1CCCCC1	-1.1
C[C@@H]1CN([C@@H](C)CO)C(=O)c2cccc(NC(=O)c3ccc(-c4nccs4)cc3)c2O[C@@H]1CN(C)Cc1ccc(C(=O)Nc2ccccc2N)cc1	-2.8
CC(C)C#Cc1cnc2c(c1)C(=O)N([C@H](C)CO)C[C@H](C)[C@@H](CN(C)C(=O)Nc1cccc(F)c1)O2	-0.9
C[C@H](CO)N1C[C@H](C)[C@@H](CN(C)C(=O)Nc2cccc3ccccc23)Oc2ccc(NS(C)(=O)=O)cc2C1=O	-11.7
C[C@@H]1CN([C@@H](C)CO)C(=O)c2cc(NC(=O)Nc3ccc(C(F)(F)F)cc3)ccc2O[C@@H]1CN(C)S(C)(=O)=O	-10.3
COc1ccc(S(=O)(=O)Nc2ccc3c(c2)CC(=O)N([C@H](C)CO)C[C@@H](C)[C@H](CN(C)C(=O)Nc2cccc4ccccc24)O3)cc1	4.1
COc1ccccc1NC(=O)N[C@H]1CC[C@@H](CC(=O)NCc2ccc(Cl)c(Cl)c2)O[C@@H]1CO	1.1

Two entries picked at random from the list so far:
Structure	NSD2 block
CNC[C@H]1OCCCC[C@@H](C)Oc2ccc(NC(=O)NC(C)C)cc2C(=O)N([C@@H](C)CO)C[C@H]1C	-2.5
C[C@@H]1CN([C@@H](C)CO)C(=O)c2cc(-c3cccc(C#N)c3)cnc2O[C@H]1CN(C)Cc1cncnc1	-0.9

(further entries)
Structure	NSD2 block
C[C@H](CO)N1C[C@H](C)[C@@H](CN(C)C(=O)CN(C)C)Oc2ncc(-c3ccc(F)cc3)cc2C1=O	3.8
C[C@@H]1CCCCO[C@@H](CN(C)C(=O)Cc2ccccc2)[C@H](C)CN([C@H](C)CO)C(=O)c2cc(NC(=O)c3ccccc3)ccc2O1	-3.6
Cc1ccc(S(=O)(=O)Nc2ccc3c(c2)C(=O)N([C@H](C)CO)C[C@H](C)[C@@H](CN(C)S(=O)(=O)c2ccc(Cl)cc2)OCCCC[C@@H](C)O3)cc1	-4.2
CC(C)NC(=O)N(C)C[C@H]1Oc2c(NC(=O)C3CCOCC3)cccc2C(=O)N([C@H](C)CO)C[C@@H]1C	-0.7
C[C@@H]1CN([C@@H](C)CO)C(=O)Cc2cc(NC(=O)NC3CCCCC3)ccc2O[C@H]1CN(C)C(=O)Nc1ccccc1	-0.1
C[C@H](CO)N1C[C@H](C)[C@H](CN(C)C(=O)Nc2cccc3ccccc23)Oc2ccc(NC(=O)CCC(F)(F)F)cc2CC1=O	0.5
COc1cccc(NC(=O)N(C)C[C@H]2OCc3cn(nn3)CCCC(=O)N([C@@H](C)CO)C[C@H]2C)c1	0.0
C[C@@H]1CN([C@@H](C)CO)C(=O)c2cc(NS(C)(=O)=O)ccc2O[C@@H]1CN(C)Cc1ccc(Oc2ccccc2)cc1	0.5
CCO[C@@H]1OC(C(N)=O)=C[C@H](C2CCCCC2)[C@H]1CCCO	1.8
C[C@H]1CN([C@@H](C)CO)C(=O)CCCn2nncc2CO[C@@H]1CN(C)S(=O)(=O)c1ccccc1	4.6
COCC(=O)N(C)C[C@@H]1Oc2ncc(C#Cc3ccccc3)cc2C(=O)N([C@@H](C)CO)C[C@H]1C	4.7
CNC[C@H]1Oc2ccc(NS(=O)(=O)c3ccc(Cl)cc3)cc2CC(=O)N([C@@H](C)CO)C[C@@H]1C	1.6
C[C@@H]1CN([C@H](C)CO)C(=O)Cc2cc(NS(=O)(=O)c3cn(C)cn3)ccc2O[C@H]1CN(C)S(C)(=O)=O	4.3
C[C@@H]1CN([C@@H](C)CO)C(=O)c2cccc(NC(=O)Nc3ccc4c(c3)OCO4)c2O[C@H]1CN(C)Cc1ccc(C(=O)O)cc1	-7.9
COc1ccc([Si](C)(C)[C@@H]2[C@@H](CCn3cc([C@H](O)c4ccccc4)nn3)O[C@]3(C(=O)N(Cc4cccc(N5CCOC5=O)c4)c4ccccc43)[C@H]2C)cc1	29.3
O=C(C1=C[C@H](C2CC2)C[C@H](OCCCCO)O1)N1CCN(Cc2ccc3c(c2)OCO3)CC1	2.9
CN(C)c1ccc2c(c1)[C@@H]1C[C@H](CC(=O)NCC3CC3)O[C@@H](CO)[C@@H]1O2	5.2
CC(C)NC(=O)N(C)C[C@H]1Oc2ncc(C#CC3(O)CCCC3)cc2C(=O)N([C@H](C)CO)C[C@@H]1C	-3.1
Cc1ccc(-c2ccc3c(c2)O[C@H](CN(C)Cc2ccc(C(=O)O)cc2)[C@@H](C)CN([C@H](C)CO)S3(=O)=O)cc1	-9.2
COc1cccc(S(=O)(=O)N(C)C[C@H]2Oc3ncc(-c4cccc(C(=O)N(C)C)c4)cc3C(=O)N([C@@H](C)CO)C[C@H]2C)c1	-4.9
O=C(/C=C/c1ccccc1)OCC1=CC[C@@H]2C(C(=O)O)=CO[C@@H](O[C@@H]3O[C@H](CO)[C@@H](O)[C@H](O)[C@H]3O)[C@H]12	-2.1
C[C@@H]1CN([C@@H](C)CO)C(=O)c2cc(NC(=O)CCCCCC(=O)Nc3ccccc3N)ccc2O[C@H]1CN(C)Cc1ccc2c(c1)OCO2	-5.3
COc1cccc(-c2cnc3c(c2)C(=O)N([C@H](C)CO)C[C@H](C)[C@H](CN(C)Cc2cccc(C)c2)O3)c1	-4.6
CCN(CC)C(=O)c1ccc(O)c(OC)c1	-3.4
C[C@H](CO)N1C[C@H](C)[C@@H](CN(C)C(=O)NC2CCCCC2)Oc2c(NC(=O)Nc3ccccc3)cccc2C1=O	?
C[C@@H]1CN([C@@H](C)CO)C(=O)c2cc(NC(=O)CCCN(C)C)ccc2O[C@@H](C)CCCCO[C@H]1CN(C)S(=O)(=O)c1ccccc1	0.6
C[C@@H]1CCCCO[C@H](CN(C)C)[C@@H](C)CN([C@H](C)CO)C(=O)c2cc(NC(=O)Nc3ccc(C(F)(F)F)cc3)ccc2O1	-1.9
COc1ccc(CN(C)C[C@@H]2OCCCC[C@@H](C)Oc3ccc(NC(=O)Nc4cccc5ccccc45)cc3C(=O)N([C@@H](C)CO)C[C@H]2C)cc1	-340.8
Cc1ccc(S(=O)(=O)Nc2ccc3c(c2)C(=O)N([C@@H](C)CO)C[C@H](C)[C@@H](CN(C)Cc2ccc(-c4ccccc4)cc2)O3)cc1	4.6
COc1ccc(CN(C)C[C@@H]2Oc3ccc(NS(=O)(=O)c4ccccc4)cc3CC(=O)N([C@@H](C)CO)C[C@@H]2C)cc1	-4.0

By substructure: the compounds so far with fluorine.
Structure	NSD2 block
C[C@H]1CN([C@@H](C)CO)C(=O)c2cc(NC(=O)CCC(F)(F)F)ccc2O[C@@H]1CN(C)CC1CCCCC1	-1.1
CC(C)C#Cc1cnc2c(c1)C(=O)N([C@H](C)CO)C[C@H](C)[C@@H](CN(C)C(=O)Nc1cccc(F)c1)O2	-0.9
C[C@@H]1CN([C@@H](C)CO)C(=O)c2cc(NC(=O)Nc3ccc(C(F)(F)F)cc3)ccc2O[C@@H]1CN(C)S(C)(=O)=O	-10.3
C[C@H](CO)N1C[C@H](C)[C@@H](CN(C)C(=O)CN(C)C)Oc2ncc(-c3ccc(F)cc3)cc2C1=O	3.8
C[C@H](CO)N1C[C@H](C)[C@H](CN(C)C(=O)Nc2cccc3ccccc23)Oc2ccc(NC(=O)CCC(F)(F)F)cc2CC1=O	0.5
C[C@@H]1CCCCO[C@H](CN(C)C)[C@@H](C)CN([C@H](C)CO)C(=O)c2cc(NC(=O)Nc3ccc(C(F)(F)F)cc3)ccc2O1	-1.9

The list continues:
Structure	NSD2 block
C[C@@H]1CN([C@@H](C)CO)C(=O)Cc2cc(NC(=O)Nc3ccc(C(F)(F)F)cc3)ccc2O[C@H]1CN(C)S(=O)(=O)c1ccc(Cl)cc1	-5.7
COc1ccc(CN(C)C[C@H]2Oc3ccc(NS(C)(=O)=O)cc3C(=O)N([C@@H](C)CO)C[C@@H]2C)cc1	29.6
CCCNC(=O)N(C)C[C@@H]1Oc2cc(-c3cncnc3)ccc2S(=O)(=O)N([C@@H](C)CO)C[C@@H]1C	-139.3
COc1ccc(S(=O)(=O)Nc2ccc3c(c2)C(=O)N([C@@H](C)CO)C[C@@H](C)[C@@H](CN(C)C(=O)NC(C)C)OCCCC[C@@H](C)O3)cc1	-2.8
COc1ccc(S(=O)(=O)N(C)C[C@@H]2OCCCC[C@@H](C)Oc3ccc(NS(=O)(=O)c4cn(C)cn4)cc3C(=O)N([C@H](C)CO)C[C@@H]2C)cc1	0.9
C[C@@H]1CCCCO[C@H](CN(C)C(=O)Nc2ccc3c(c2)OCO3)[C@@H](C)CN([C@@H](C)CO)C(=O)c2cc(NS(=O)(=O)c3ccc(F)cc3)ccc2O1	0.5
C[C@@H]1CN([C@@H](C)CO)S(=O)(=O)c2ccc(C#CC3CC3)cc2O[C@H]1CN(C)C(=O)c1ccccc1	4.9
COCCNC(=O)C[C@H]1C[C@@H]2c3cc(NC(=O)Nc4ccc(OC)cc4)ccc3O[C@@H]2[C@@H](CO)O1	7.6
CC(C)NC(=O)Nc1cccc2c1O[C@@H](CN(C)S(=O)(=O)c1ccc(Cl)cc1)[C@@H](C)CN([C@@H](C)CO)C2=O	-4.5
C[C@@H]1CCCCO[C@H](CN(C)Cc2ccc(Cl)c(Cl)c2)[C@@H](C)CN([C@@H](C)CO)C(=O)c2cc(NC(=O)Cc3ccccc3)ccc2O1	-1.7
C[C@H](CO)N1C[C@H](C)[C@@H](CN(C)S(=O)(=O)c2ccc(Cl)cc2)Oc2ccc(NS(=O)(=O)c3ccc(Cl)cc3)cc2CC1=O	-9.0
CCC1=C(C)CN(C(=O)NCCc2ccc(S(=O)(=O)NC(=O)NC3CCC(C)CC3)cc2)C1=O (configuration not stated)	3.3
C[C@H](CO)N1C[C@H](C)[C@H](CN(C)C)Oc2c(NS(=O)(=O)c3cn(C)cn3)cccc2C1=O	-1.4
C[C@@H]1CN([C@H](C)CO)C(=O)c2cccc(NC(=O)CCCCCC(=O)Nc3ccccc3N)c2O[C@H]1CN(C)C	-2.2
C[C@H]1CN([C@@H](C)CO)C(=O)c2cc(C3=CCCCC3)cnc2O[C@@H]1CN(C)Cc1cccc(F)c1	0.1
CC(C)(c1ccc(NS(=O)(=O)C(F)(F)F)cc1)c1ccc(C(C)(C)c2cccc(NS(=O)(=O)C(F)(F)F)c2)cc1	-4.7

Screening data: PubChem, Broad Institute
